# proCasp3 act: activates human procaspase-3. P42574. recombinant procaspase-3 D3A, Ac-DEVD-pNA absorbance 405 nm. activation, % at 8.5 µM. 330,000 tested, 0.11% active. AID 463141;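 active = activation above the mean of all tested compounds plus 3 SD, cut at about 21% in these data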;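 also: 0% = DMSO alone and 100% = DMSO wells spiked with extra 5 µM PC-3 D3A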
# Target sequence (P42574 whole entry D9A/D28A/D175A): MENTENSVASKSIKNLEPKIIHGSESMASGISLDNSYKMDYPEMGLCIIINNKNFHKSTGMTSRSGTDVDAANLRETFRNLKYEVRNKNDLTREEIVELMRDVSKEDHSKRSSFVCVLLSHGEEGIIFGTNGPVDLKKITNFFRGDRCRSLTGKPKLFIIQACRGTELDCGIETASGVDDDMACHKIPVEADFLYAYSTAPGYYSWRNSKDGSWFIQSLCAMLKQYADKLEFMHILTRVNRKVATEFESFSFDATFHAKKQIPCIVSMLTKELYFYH
#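 Assay system: Autoprocessing-dead procaspase-3 D3A mutant enzyme; also added: Ac-DEVD-pNA; doses: one concentration, 8.5 µM nominal, 0.8% DMSO; times: 1 h compound preincubation, 2 h substrate hydrolysis at 25 °C; technique: 405 nm absorbance of p-nitroaniline, reads at 0 and 120 min; measure: % activation between DMSO and enzyme-spiked controls; repeats: single replicate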
# AHR activator: activators of human aryl hydrocarbon receptor; P35869; AHR-responsive luciferase reporter cells, luminescence; activation, % at 5 µM; 320,000 tested, 2.5% active; AID 2796; in the data active = activation above about 47%;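 also: 0% = vehicle wells and 100% = reference agonist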
# LAP4 TOR yeast: alters LAP4-GFP fluorescence in TOR pathway yeast screen | 320,000 tested, 0.34% active | S. cerevisiae LAP4-GFP multiplex, flow cytometry GFP, 3 h; median GFP as percent of DMSO wells | GFP response vs DMSO, % at 10 µM;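 active = GFP response vs DMSO above a set limit, about the screen mean plus 3 SD, cut at about 150% in these data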
# procasp7 counter: counter-screen: procaspase-7 (human) activation; P55210; 330,000 tested, 0.093% active; activation, % at 8.5 µM; recombinant procaspase-7, Ac-DEVD-pNA absorbance 405 nm; D23A/D198A/D206A triple mutant, cannot self-cleave; scale: DMSO 0, 5 µM enzyme 100;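 active = percent activation above the screen-wide mean plus 3 SD, cut at about 25% in these data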
# Target sequence (P55210 whole entry D23A/D198A/D206A): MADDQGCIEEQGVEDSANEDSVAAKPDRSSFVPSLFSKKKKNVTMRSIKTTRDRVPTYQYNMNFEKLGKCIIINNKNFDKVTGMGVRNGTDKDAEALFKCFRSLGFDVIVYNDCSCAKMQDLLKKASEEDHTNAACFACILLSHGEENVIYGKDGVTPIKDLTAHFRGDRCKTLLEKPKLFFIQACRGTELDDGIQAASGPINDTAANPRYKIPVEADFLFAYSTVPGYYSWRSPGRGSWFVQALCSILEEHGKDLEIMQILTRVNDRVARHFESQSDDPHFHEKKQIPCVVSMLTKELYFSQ
#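 System: Procaspase-7 triple mutant (PC-7 D3A); measure: % activation from two-timepoint absorbance difference, scaled to controls; times: 1 h compound preincubation, 2 h substrate cleavage, 25 °C; also added: Ac-DEVD-pNA substrate, 400 µM as added; measured by: Epi-absorbance of released pNA at 405 nm, two timepoints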
# GASC-1 inh: human JMJD2C demethylase inhibition. AID 2099. 330,000 tested, 0.069% active. GST-JMJD2C(1-420) H3K9me3 demethylation, DELFIA europium. inhibition, % at 2.35 µM. Q9H3R0;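 active = more than half of a compound's replicate wells show inhibition beyond 50%, single wells judged on their own value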;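 also: signal counts dimethyl H3K9 product captured on neutravidin plate; 0% = median of DMSO wells and 100% = 0.3 times that DMSO median; strong numbers were not always called active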
# Target sequence (Q9H3R0 1-420 limits assumed): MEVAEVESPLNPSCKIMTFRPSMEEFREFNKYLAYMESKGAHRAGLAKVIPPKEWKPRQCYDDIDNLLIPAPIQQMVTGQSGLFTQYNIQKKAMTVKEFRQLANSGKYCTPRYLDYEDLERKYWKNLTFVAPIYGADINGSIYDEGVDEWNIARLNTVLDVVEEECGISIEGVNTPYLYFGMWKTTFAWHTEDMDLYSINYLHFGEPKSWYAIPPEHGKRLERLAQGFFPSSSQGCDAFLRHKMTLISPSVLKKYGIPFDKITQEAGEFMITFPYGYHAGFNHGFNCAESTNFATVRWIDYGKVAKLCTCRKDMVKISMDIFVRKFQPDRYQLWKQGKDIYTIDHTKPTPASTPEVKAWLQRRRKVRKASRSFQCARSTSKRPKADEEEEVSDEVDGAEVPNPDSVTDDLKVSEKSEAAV
# MEP2 TOR yeast: modulators of TOR pathway MEP2-GFP in S. cerevisiae; S. cerevisiae MEP2-GFP strain, flow cytometry GFP, 3 h; 100% = DMSO control level; GFP response vs DMSO, % at 10 µM; 330,000 tested, 0.51% active;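 active = GFP response versus DMSO above a set limit, roughly screen mean plus 3 SD, cut at about 180% in these data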;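 also: median GFP fluorescence of the barcode-gated MEP2-GFP cells per well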
# CR mimetic SO: lowers age-related superoxide in aged yeast cells | S. cerevisiae aged cells, superoxide DHE fluorescence; active compounds read low | superoxide response (% of plate mean), % at 10 µM | 330,000 tested, 0.18% active | AID 2690;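 active = superoxide response under a set limit, about three screen SD below normal, cut at about 65% in these data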;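 also: yeast aged for seven days with compound at 30 °C before DHE staining; 100% = average MFI of all compound-treated wells on the plate with controls excluded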
# RPL19A TOR yeast: alters RPL19A-GFP fluorescence in TOR pathway yeast screen. S. cerevisiae RPL19A-GFP strain, flow cytometry, 3 h; active compounds read low. percent response vs DMSO, % at 10 µM. 330,000 tested, 0.3% active. AID 2025;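 active = percent response vs DMSO below 50%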;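 also: median channel GFP fluorescence of the barcoded RPL19A-GFP strain; ratio of sample median GFP to plate DMSO average so 100% = DMSO; lower means less RPL19A-GFP as with rapamycin TOR inhibition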
# Starred values were filed as active, the others as inactive; . = no result given; [ ] = dose if it differs, or a comment. Hits appear at their usual frequency; any-hit rate near 3.8%.
SMILES,proCasp3 act,AHR activator,LAP4 TOR yeast,procasp7 counter,GASC-1 inh,MEP2 TOR yeast,CR mimetic SO,RPL19A TOR yeast
CC(C)N1CCN(Cc2ccc(Sc3nncn3C)o2)CC1CCO (stereo not drawn),-8,2,89,-1,-2,97,77,93
O=C(CSc1nnnn1Cc1ccccc1)NCCc1ccccc1,-5,-3,104,8,-1,106,112,106
Cc1cc2sc3ccccc3c(=O)c2c(C)c1O,-10,14,103,2,3,96,94,98
COc1cc2[nH]c(=O)n3nc(-c4ccccc4)nc3c2cc1OC,0,-7,98,2,20,101,102,100
COCCN(Cc1ccccc1)C(=O)c1cccc(S(=O)(=O)N2CCN(c3ccccc3)CC2)c1,9,1,96,-3,-3,94,88,87
CCOC(=O)C1=C(C)Nc2nnnn2C1c1cccnc1 (stereo not drawn),4,-1,101,15,12,102,106,98
Cc1ccc(-c2c(C(=O)N/N=C/c3ccco3)nnn2-c2nonc2N)cc1,0,4,86,8,2,85,91,90
CCN(CC)C(=O)CSc1n[nH]c(=O)n1CCc1ccccc1,-1,-1,100,11,-2,104,92,107
CCOC(=O)c1c(NC(=O)CN2CCOCC2)sc2c1CCCC2,-1,6,106,-5,3,102,104,100
COC(=O)c1cccc([N+](=O)[O-])c1CN1CCCC(C(N)=O)C1 (stereo not drawn),0,1,99,-14,3,108,87,100
Cc1ccc(SCC(=O)NCCN2C(=O)CSC2=O)c(C)c1,1,6,92,0,3,96,95,98
COc1ccc(-c2cc(C(=O)N3CCN(C(=O)c4ccco4)CC3)[nH]n2)cc1,2,5,98,-3,51,100,89,98

# Next section (seven carried over from the part before).
SMILES,proCasp3 act,AHR activator,LAP4 TOR yeast,procasp7 counter,GASC-1 inh,MEP2 TOR yeast,CR mimetic SO,RPL19A TOR yeast
CCOC(=O)C1=C(C)Nc2nnnn2C1c1cccnc1 (stereo not drawn),4,-1,101,15,12,102,106,98
Cc1ccc(-c2c(C(=O)N/N=C/c3ccco3)nnn2-c2nonc2N)cc1,0,4,86,8,2,85,91,90
CCN(CC)C(=O)CSc1n[nH]c(=O)n1CCc1ccccc1,-1,-1,100,11,-2,104,92,107
CCOC(=O)c1c(NC(=O)CN2CCOCC2)sc2c1CCCC2,-1,6,106,-5,3,102,104,100
COC(=O)c1cccc([N+](=O)[O-])c1CN1CCCC(C(N)=O)C1 (stereo not drawn),0,1,99,-14,3,108,87,100
Cc1ccc(SCC(=O)NCCN2C(=O)CSC2=O)c(C)c1,1,6,92,0,3,96,95,98
COc1ccc(-c2cc(C(=O)N3CCN(C(=O)c4ccco4)CC3)[nH]n2)cc1,2,5,98,-3,51,100,89,98
CCCc1nnc(SCC(=O)Nc2ccc(C(=O)OCC)cc2)o1,-10,1,102,-4,5,104,94,99
COP(=O)(CC(=O)c1ccccc1)CC(=O)c1ccccc1,0,-3,102,5,-3,101,97,97
COC(=O)Nc1ccc(S(=O)(=O)N2CCC(C(=O)N3CCCC(C)C3)CC2)cc1 (stereo not drawn),-3,-3,106,7,2,88,92,89
N#C/C(=C(/O)CN1CCOCC1)c1nc2ccccc2s1,-5,9,99,11,6,104,101,96
CCCCn1c(/N=C/c2ccccc2NS(=O)(=O)c2ccc(C)cc2)nc2ccccc21,-10,3,95,-5,1,92,109,103
Cc1cc(OC(C)C(=O)NCc2cccnc2)c2c(C)c(Cc3ccccc3)c(=O)oc2c1 (stereo not drawn),8,5,81,3,29,88,83,92
COc1ccc(Cc2nnc(SCC(=O)NC(C)c3ccccc3)o2)cc1 (stereo not drawn),-6,1,100,9,0,105,106,99
Cc1csc2ncc(C(=O)NCc3ccccc3Cl)c(=O)n12,0,45,108,16,6,110,103,97
COc1cc(C(=O)NNC(=S)NC(=O)/C=C/c2ccccc2)cc(OC)c1OC,-7,2,99,-14,0,94,105,100
COC(=O)c1ccccc1NC(=S)NC(=O)c1ccc(C)cc1,-8,3,90,-9,2,105,85,100
CCOc1ccc(/C=N/NC(=O)C(=O)NCc2ccco2)cc1,3,2,79,0,0,95,69,106
O=C(O)c1cccc(N=C2NC(=O)C(CO)(CO)S2)c1,-2,-1,93,-1,4,106,94,106

# A second format for 2 compounds above:
SMILES | proCasp3 act | AHR activator | LAP4 TOR yeast | procasp7 counter | GASC-1 inh | MEP2 TOR yeast | CR mimetic SO | RPL19A TOR yeast
Cc1csc2ncc(C(=O)NCc3ccccc3Cl)c(=O)n12 | 0 | 45 | 108 | 16 | 6 | 110 | 103 | 97
COc1cc(C(=O)NNC(=S)NC(=O)/C=C/c2ccccc2)cc(OC)c1OC | -7 | 2 | 99 | -14 | 0 | 94 | 105 | 100

# (cont.)
SMILES,proCasp3 act,AHR activator,LAP4 TOR yeast,procasp7 counter,GASC-1 inh,MEP2 TOR yeast,CR mimetic SO,RPL19A TOR yeast
Cc1cc(NC(=O)CN2CCc3ccccc3C2)nc2c1c(=O)oc1ccccc12,5,1,95,2,-6,100,104,98
Cc1ccc(NC(=O)CSC(N)=O)cc1Cl,-14,0,117,-19,-10,106,87,103
CCOC(=O)N1CCN(S(=O)(=O)c2ccc(C(=O)N(CCCN(C)C)c3nc4c(C)c(C)ccc4s3)cc2)CC1,-1,-6,104,1,3,106,94,100
CCc1ccc(-c2cc(C)no2)cc1S(=O)(=O)N1CCN(c2cccc(C)c2C)CC1,6,2,106,1,1,110,87,103
CCOC(=O)Nc1nnc(-c2ccc(OC)c(OC)c2)s1,3,41,130,-2,-7,117,103,111
CCN1C(=O)[C@H]2[C@@H](c3ccc(C)cc3)N3C(=O)N(c4ccc(C(F)(F)F)cc4)C(=O)[C@@]3(Cc3ccccc3)[C@H]2C1=O,-3,-1,97,-4,-10,103,99,100
COCc1cc(=O)[nH]c(/N=C(\N)Nc2ccccc2C)n1,-2,4,94,7,32,96,98,91
CCOc1ccccc1NC(=O)NCCC1=CCCCC1,0,17,100,4,0,111,97,109
Cc1nc2oc3c(NCc4ccccc4)ncnc3c2c2c1COC(C)(C)C2,-1,1,100,4,0,116,95,98
Cc1ccc(S(=O)(=O)c2c[nH]c3cc4c(cc3c2=O)OCO4)cc1,1,3,108,-7,4,97,109,100
CC(C)c1ccc(NC(=S)NCc2ccc3c(c2)OCO3)cc1,-6,6,100,3,-4,90,102,95
CCCc1nnc(NC(=O)Nc2ccc(OC)cc2)s1,0,-2,105,18,-1,99,94,96
Cc1oc2cc3oc(=O)c(CC(=O)O)c(C)c3cc2c1-c1ccccc1,6,1,111,5,4,102,105,100
Cc1cc(C)c(S(=O)(=O)N2CCOC2CNC(=O)C(=O)NCCN2CCOCC2)c(C)c1 (stereo not drawn),4,10,99,9,11,99,94,98
COc1ccc(C(=O)c2ccccc2O)c(O)c1,5,-2,105,-2,.,101,80,101
CCCN1CNC(=S)N(c2ccc(C(=O)OCC)cc2)C1,-10,3,111,-2,-1,125,91,100
Cc1nc2sccn2c(=O)c1CCN1CCC(=C(c2ccccc2)c2ccc(F)cc2)CC1,-5,-1,110,-9,-21,92,113,104
Cc1ccc(C)c(N2CCN(C(=O)Cc3ccc(NC4=NC5CS(=O)(=O)CC5S4)cc3)CC2)c1 (stereo not drawn),-1,0,97,-1,-22,102,116,111
CCN1C(=O)C2(C(C(=O)c3ccc(C)o3)=C(O)C(=O)N2CCCN2CCOCC2)c2ccccc21 (stereo not drawn),-8,1,97,-37,10,101,114,105
CC(C)(C)C(=O)COc1ccccc1[N+](=O)[O-],-2,0,106,-6,13,96,94,97
CCOC(=O)c1sc(NS(=O)(=O)c2ccccc2)nc1C,-4,0,94,-4,5,103,94,101
COc1ccc(C(=O)NCCCc2ccccc2)cc1,-9,8,121,3,0,103,85,102
O=[N+]([O-])c1ccc(Cl)cc1Sc1nc2ccccc2o1,-5,2,96,0,-3,99,97,98
Cc1nnc(NC(=O)c2ccc3c(c2)OCO3)s1,-2,39,100,15,30,99,93,94

# Among those listed so far, 3 have a nitro group on carbon:
SMILES,proCasp3 act,AHR activator,LAP4 TOR yeast,procasp7 counter,GASC-1 inh,MEP2 TOR yeast,CR mimetic SO,RPL19A TOR yeast
COC(=O)c1cccc([N+](=O)[O-])c1CN1CCCC(C(N)=O)C1 (stereo not drawn),0,1,99,-14,3,108,87,100
CC(C)(C)C(=O)COc1ccccc1[N+](=O)[O-],-2,0,106,-6,13,96,94,97
O=[N+]([O-])c1ccc(Cl)cc1Sc1nc2ccccc2o1,-5,2,96,0,-3,99,97,98

# The results go on.
SMILES,proCasp3 act,AHR activator,LAP4 TOR yeast,procasp7 counter,GASC-1 inh,MEP2 TOR yeast,CR mimetic SO,RPL19A TOR yeast
COc1ccc(CNC(=O)c2c(O)c3cccc4c3n(c2=O)CCC4)cc1OC,-5,2,88[may fluoresce violet],-1,-4,295*[may fluoresce violet],100,38*[may fluoresce violet]
Cc1cc(OCCCCn2ccnc2)cc(C)c1Cl,-2,45,98,2,.,109,94,99
Cc1nc2n(c(=O)c1CCN1CCC(c3noc4cc(F)ccc34)CC1)CCCC2,8,2,111,-3,-1,103,101,109
Cc1cc(NCc2cccnc2)nc(N)n1,4,3,98,-3,2,101,109,103
Fc1ccccc1N1CCN(Cc2cccnc2)CC1,-1,7,93,2,-4,99,96,104
O=C(NCc1cccs1)C1CCCN(S(=O)(=O)c2cccc3cccnc23)C1 (stereo not drawn),6,15,99,12,-3,95,97,98
OC(C#CCN1CCCCC1)c1ccccc1 (stereo not drawn),-8,0,94,8,-4,97,98,100
COc1ccc(CC(=O)OCC(=O)NC(=O)NC2CCCC2)cc1,6,1,105,9,0,110,100,103
CSC(=CC(=O)c1ccc(F)cc1)SC,7,-4,101,2,7,99,96,99
O=C(Cn1nc(Cc2cccnc2)c2ccccc2c1=O)N1CCN(C(=O)c2ccco2)CC1,-5,0,107,9,-6,116,92,106
COc1ccc([C@H]2CC(=O)C=C(c3ccc4c5c(cccc35)CC4)C2)cc1,3,6,100,4,2,87,104,94
CCOc1ccccc1NC(=O)CN1C(=O)C(C)SC(C)C1=O (stereo not drawn),8,0,97,4,-5,88,99,93

# Shown as a hit in RPL19A TOR yeast, among the entries above:
Compound	proCasp3 act	AHR activator	LAP4 TOR yeast	GASC-1 inh	MEP2 TOR yeast	RPL19A TOR yeast
COc1ccc(CNC(=O)c2c(O)c3cccc4c3n(c2=O)CCC4)cc1OC	-5	2	88[may fluoresce violet]	-4	295*[may fluoresce violet]	38*[may fluoresce violet]

# The listing continues:
SMILES,proCasp3 act,AHR activator,LAP4 TOR yeast,procasp7 counter,GASC-1 inh,MEP2 TOR yeast,CR mimetic SO,RPL19A TOR yeast
NC(=O)c1cc(N2C(=O)C=CC2=O)ccc1Cl,-9,4,101,-2,-7,99,105,.
CSc1n[nH]c(=O)n1C1CCCCC1,-2,-2,105,4,4,93,95,100
CCOC(=O)CNC(=O)COc1coc(CN2CCN(c3ccccc3)CC2)cc1=O,-1,0,96,2,5,99,110,99
Cc1cccc(C)c1NC(=O)CN(C)C(=O)Cn1c(=O)cnc2ccccc21,-7,-3,90,5,1,91,111,94
